# Screening data from PubChem.
# GSTO1 counter: inhibitors of recombinant GSTO1, primary screen, counter-screen for RBBP9 inhibitor project, biochemical, fluorescence polarization | activity-based probe fluorescence polarization | inhibition, % at 5.96 µM | actives 1.1% (n = 300,000) | AID 1974, 2009;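 active = inhibition above the campaign mean inhibition plus 3 SD, cut at about 35% in these data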;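 note: 0% = GSTO1-1 with DMSO and 100% = wells lacking GSTO1-1 enzyme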
# Target sequence (P78417 whole entry, looked up): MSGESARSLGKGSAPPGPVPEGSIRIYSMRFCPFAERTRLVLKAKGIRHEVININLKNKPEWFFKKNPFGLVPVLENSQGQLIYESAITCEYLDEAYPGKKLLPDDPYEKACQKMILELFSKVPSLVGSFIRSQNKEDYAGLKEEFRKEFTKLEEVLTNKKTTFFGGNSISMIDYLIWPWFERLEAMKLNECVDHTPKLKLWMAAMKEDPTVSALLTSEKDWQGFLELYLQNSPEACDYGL
# PREPL inh: PREPL enzyme inhibitors, primary screen, biochemical, fluorescence polarization; actives 0.68% (n = 320,000); Prolyl endopeptidase-like (Homo sapiens), Q4J6C6; recombinant PREPL, fluorescence polarization activity-based probe; inhibition, % at 5.96 µM; in the data active = inhibition above about 43%;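 note: 0% = enzyme with DMSO and 100% = wells lacking enzyme; many of its hits are not listed in these tables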
# LYPLA2 counter: LYPLA2 inhibitors, primary screen, counter-screen for PME1 inhibitor project, biochemical, fluorescence polarization, FP-Rh probe ABPP; Acyl-protein thioesterase 2 (Homo sapiens), O95372; recombinant LYPLA2; inhibition, % at 5.9 µM; actives 0.38% (n = 320,000);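 active = inhibition above the screen-wide mean plus 3 SD, limit set per campaign, cut at about 26% in these data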;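 note: 0% = LYPLA2 with DMSO and 100% = wells lacking LYPLA2 enzyme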
# EBNA-1 inh: EBNA-1 DNA-binding inhibitors, primary screen, biochemical, fluorescence polarization; AID 1950, 2009; inhibition, % at 14.8 µM; actives 0.34% (n = 300,000); in the data active = inhibition above about 28%
# LYPLA1 counter: LYPLA1 inhibitors, primary screen, counter-screen for PME1 inhibitor project, biochemical, fluorescence polarization, FP-Rh probe ABPP. Acyl-protein thioesterase 1 (Homo sapiens), O75608. recombinant LYPLA1. inhibition, % at 5.9 µM. actives 0.16% (n = 320,000);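 active = inhibition above the mean of all tested compounds plus 3 SD, set per campaign, cut at about 14% in these data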;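 note: inhibitors block serine hydrolase probe labeling of LYPLA1 so polarization falls; 0% = enzyme with DMSO and 100% = wells lacking LYPLA1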
# Target sequence (O75608 whole entry, looked up): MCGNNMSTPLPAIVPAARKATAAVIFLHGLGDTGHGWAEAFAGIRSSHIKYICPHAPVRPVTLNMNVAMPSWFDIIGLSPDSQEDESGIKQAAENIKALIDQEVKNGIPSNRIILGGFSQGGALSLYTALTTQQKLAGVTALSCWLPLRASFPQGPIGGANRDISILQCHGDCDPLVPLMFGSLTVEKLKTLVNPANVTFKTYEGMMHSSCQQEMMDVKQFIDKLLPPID
# PAFAH2 inh: PAFAH2 enzyme inhibitors, primary screen, biochemical, fluorescence polarization, human. Platelet-activating factor acetylhydrolase 2, cytoplasmic (Homo sapiens), Q99487. inhibition, % at 3.39 µM. actives 0.99% (n = 340,000). recombinant PAFAH2, FP-rhodamine activity probe;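 active = inhibition above the mean over all tested compounds plus 3 SD, cut at about 30% in these data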;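 note: inhibitors block probe labeling of enzyme so polarization drops; 0% = enzyme with DMSO and 100% = wells lacking PAFAH2 protein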
# PAFAH1B3 FP inh: PAFAH1B3 enzyme inhibitors, primary screen, biochemical, fluorescence polarization, human | inhibition, % at 3.39 µM | recombinant PAFAH1B3, FP-rhodamine probe | actives 0.28% (n = 340,000) | AID 492972, 2010;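 active = inhibition above the screen-wide average of all tested compounds plus 3 SD, cut at about 25% in these data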;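 note: 0% = enzyme with DMSO only and 100% = wells lacking PAFAH1B3 protein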
# Target sequence (Q15102 whole entry, looked up): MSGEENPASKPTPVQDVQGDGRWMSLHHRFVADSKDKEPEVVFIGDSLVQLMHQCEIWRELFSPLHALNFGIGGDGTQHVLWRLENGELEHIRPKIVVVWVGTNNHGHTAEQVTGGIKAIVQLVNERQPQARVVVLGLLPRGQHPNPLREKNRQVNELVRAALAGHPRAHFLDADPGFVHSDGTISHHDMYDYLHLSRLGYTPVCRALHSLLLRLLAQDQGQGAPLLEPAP
# PAD4 FP inh: human PAD4 inhibitors, primary screen, biochemical, fluorescence polarization, 1536-well format. inhibition, % at 6.36 µM. AID 485272, 2010. actives 0.41% (n = 330,000). recombinant PAD4, RCA probe fluorescence polarization;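 active = percent inhibition above a cutoff equal to the mean of all tested compounds plus 3 SD, cut at about 15% in these data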;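 note: 0% = PAD4 with RCA probe and DMSO and 100% = probe without PAD4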
# ZTA counter: ZTA (EBV) inhibition in EBNA-1 counter-screen | ZTA-DNA binding, fluorescence polarization | inhibition, % at 11 µM | P03206 | actives 0.15% (n = 320,000); in the data active = inhibition above about 33%
# Target sequence (P03206 whole entry, looked up): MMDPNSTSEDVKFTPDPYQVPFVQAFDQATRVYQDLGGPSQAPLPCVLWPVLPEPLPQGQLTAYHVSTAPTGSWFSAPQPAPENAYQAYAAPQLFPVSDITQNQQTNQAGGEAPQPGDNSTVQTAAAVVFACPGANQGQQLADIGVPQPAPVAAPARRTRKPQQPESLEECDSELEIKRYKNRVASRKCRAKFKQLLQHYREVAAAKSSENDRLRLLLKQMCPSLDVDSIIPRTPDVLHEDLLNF
# * marks the source's active call; other numbers are inactive results; . = not tested or not shown. Not all compounds are listed; rates above refer to the full screens.
SMILES,GSTO1 counter,PREPL inh,LYPLA2 counter,EBNA-1 inh,LYPLA1 counter,PAFAH2 inh,PAFAH1B3 FP inh,PAD4 FP inh,ZTA counter
CC1(C)Cc2c(c(N3CCOCC3)nc3snc(NC(=O)c4ccccc4)c23)CO1,4,5,0,1,3,4,1,1,9
COc1ccc(Cc2noc(CN3CCCN(Cc4ccc(F)cc4)CC3)n2)cc1OC,4,-6,2,-2,3,8,6,-8,1
N#CN=C(N)c1ccccc1,4,7,-2,16,0,10,1,-4,-2
COc1ccc(-c2nn(-c3ccccc3)cc2/C=N/Nc2ccccn2)cc1OC,0,26,-3,-6,-2,17,12,-4,-4
COc1ccc(S(=O)(=O)N2Cc3ccccc3CC2C(=O)O)cc1OC (stereo not drawn),9,-2,2,1,-2,4,5,-3,-7
O=C(CCC(=O)n1ncc2ccccc21)N1CCCCC1,1,9,1,-7,2,1,11,-5,-16
CCOc1ccc(-n2c(C)nc3cc(C(=O)NCC4CCCO4)ccc32)cc1 (stereo not drawn),0,-1,-9,0,-1,1,9,-4,10
CCCSc1ccc(C(=O)Nc2ccc(F)cc2F)cn1,8,18,-7,-13,-1,1,0,0,-16
COc1cc(-c2nnc(NC(=O)CCS(=O)(=O)c3ccc(F)cc3)o2)cc(OC)c1OC,-1,11,-7,-11,-1,3,2,-4,-2
COc1ccc(OC)c(C(=O)NC2CC(C)(C)Cc3c2cnn3-c2ccccc2)c1 (stereo not drawn),-14,11,1,-8,5,-1,3,-2,0
O=C1Cc2ccccc2Sc2c(OCCN3CCCCC3)cccc21,-1,-7,0,-1,-2,-2,9,1,-3
CN(c1ccc(Cl)cc1)S(=O)(=O)c1nnc(NC(=O)c2ccco2)s1,-57,14,3,9,-4,7,7,2,-6
COc1ccc(C(=O)Nc2ccc([N+](=O)[O-])cn2)c(OC)c1,-1,12,0,7,-1,2,3,-2,-10
CCCOc1nnnn1-c1ccccc1,2,12,-2,3,-2,-10,6,-7,-4
CN(C)C(=S)NC(=O)C(c1ccccc1)c1ccccc1,17,9,0,0,-1,-9,7,-11,-13
CCCCC(=O)NC(c1ccccc1OC)c1ccc2cccnc2c1O (stereo not drawn),-1,12,3,-9,1,14,7,1,-7
COc1ccc(/C=N/n2cnc3c([nH]c4ccc(F)cc43)c2=O)cc1CSc1ccccn1,2,5,2,0,-2,0,4,1,0
COC(=O)c1ccc(CN2C(=O)NC3(CCCc4ccccc43)C2=O)o1 (stereo not drawn),1,-3,-5,14,0,-5,4,-4,-5
COC(=O)C1(C)Nc2ccccc2C(=O)N1c1ccccc1C (stereo not drawn),2,-1,-2,-3,3,-4,0,6,11
O=C(NCc1ccc(Cl)cc1)c1cccc(NC(=O)c2ccccc2)c1,-10,-27,-21,-6,-15,-9,-8,-5,-11
COc1cc(/C=N/N2CCOCC2)ccc1OCc1ccc(Cl)cc1,0,34,3,-2,1,4,4,-3,0
O=C(CCCc1ccccc1)NCCc1ccc(F)cc1,7,1,3,-12,7,-1,4,3,-22
O=C(/C=C/c1ccc(Cl)cc1)N1CCN(c2ccccc2[N+](=O)[O-])CC1,5,21,10,5,-1,-1,3,7,9
O=C(CNC(=O)c1sc2ccccc2c1Cl)OCc1ccccc1,-1,-37,2,4,-2,0,3,-5,-3
Cc1ccc(NC(=O)c2ccccc2NS(=O)(=O)c2ccc(Cl)s2)cc1S(=O)(=O)N1CCOCC1,-117,9,0,5,-6,6,3,-10,17
O=C(CCC1CCCCC1)NCCS(=O)(=O)N1CCN(c2ccccc2)CC1,-2,-11,0,-2,-2,-3,2,1,-5
Cn1c(SCc2c(Cl)cccc2Cl)nnc1-c1ccc2nonc2c1,8,-1,6,-4,3,6,-2,0,1
CN1CCCN(C(=O)c2ccc(Br)s2)CC1,-2,-2,-1,3,-5,-3,-5,1,4
Cc1cc(N2CCOCC2)nc(-c2ccccc2O)n1,-7,5,-16,-8,-2,1,7,-8,-8
CC1CCc2nc3ccccc3c(C(=O)OCC(=O)NC3CCS(=O)(=O)C3)c2C1 (stereo not drawn),7,-7,3,2,2,5,3,0,16
Clc1ccc(-c2csc(NNC3=NCCCCC3)n2)cc1,15,13,3,8,1,-1,12,3,3
CC1=Nc2ccccc2N=C(NC(=O)CSC(=S)N2CCN(C)CC2)C1c1ccccc1 (stereo not drawn),2,25,-6,2,0,5,-1,2,1
CCCN(CCC)C(=O)C1CCCN(S(=O)(=O)c2ccc3c(c2)oc(=O)n3C)C1 (stereo not drawn),-7,-1,8,6,0,1,5,0,13
Cc1ccc(C2(C)NC(=O)N(CC(=O)NC(=O)NCCC(C)C)C2=O)cc1 (stereo not drawn),-5,11,3,19,4,8,-12,3,20
CC(C(=O)N1CCOCC1)N1C(=O)C2C3C=CC(C4CC34)C2C1=O (stereo not drawn),0,-6,2,5,-1,2,2,-6,-11
COc1ccc(C(=O)Nc2cccc(NC(=O)c3ccc(OC)cc3OC)n2)c(OC)c1,-14,-1,-1,65*,-3,3,7,6,-14

# 14 successive compounds from above, for reference:
SMILES,GSTO1 counter,PREPL inh,LYPLA2 counter,EBNA-1 inh,LYPLA1 counter,PAFAH2 inh,PAFAH1B3 FP inh,PAD4 FP inh,ZTA counter
O=C(NCc1ccc(Cl)cc1)c1cccc(NC(=O)c2ccccc2)c1,-10,-27,-21,-6,-15,-9,-8,-5,-11
COc1cc(/C=N/N2CCOCC2)ccc1OCc1ccc(Cl)cc1,0,34,3,-2,1,4,4,-3,0
O=C(CCCc1ccccc1)NCCc1ccc(F)cc1,7,1,3,-12,7,-1,4,3,-22
O=C(/C=C/c1ccc(Cl)cc1)N1CCN(c2ccccc2[N+](=O)[O-])CC1,5,21,10,5,-1,-1,3,7,9
O=C(CNC(=O)c1sc2ccccc2c1Cl)OCc1ccccc1,-1,-37,2,4,-2,0,3,-5,-3
Cc1ccc(NC(=O)c2ccccc2NS(=O)(=O)c2ccc(Cl)s2)cc1S(=O)(=O)N1CCOCC1,-117,9,0,5,-6,6,3,-10,17
O=C(CCC1CCCCC1)NCCS(=O)(=O)N1CCN(c2ccccc2)CC1,-2,-11,0,-2,-2,-3,2,1,-5
Cn1c(SCc2c(Cl)cccc2Cl)nnc1-c1ccc2nonc2c1,8,-1,6,-4,3,6,-2,0,1
CN1CCCN(C(=O)c2ccc(Br)s2)CC1,-2,-2,-1,3,-5,-3,-5,1,4
Cc1cc(N2CCOCC2)nc(-c2ccccc2O)n1,-7,5,-16,-8,-2,1,7,-8,-8
CC1CCc2nc3ccccc3c(C(=O)OCC(=O)NC3CCS(=O)(=O)C3)c2C1 (stereo not drawn),7,-7,3,2,2,5,3,0,16
Clc1ccc(-c2csc(NNC3=NCCCCC3)n2)cc1,15,13,3,8,1,-1,12,3,3
CC1=Nc2ccccc2N=C(NC(=O)CSC(=S)N2CCN(C)CC2)C1c1ccccc1 (stereo not drawn),2,25,-6,2,0,5,-1,2,1
CCCN(CCC)C(=O)C1CCCN(S(=O)(=O)c2ccc3c(c2)oc(=O)n3C)C1 (stereo not drawn),-7,-1,8,6,0,1,5,0,13

# Next part
SMILES,GSTO1 counter,PREPL inh,LYPLA2 counter,EBNA-1 inh,LYPLA1 counter,PAFAH2 inh,PAFAH1B3 FP inh,PAD4 FP inh,ZTA counter
COc1cc(N)c(Cl)cc1C(=O)OCC(=O)Nc1cccnc1Cl,3,4,5,18,2,8,5,1,-1
CC(NC(=O)/C(C#N)=C/c1ccco1)c1ccccc1 (stereo not drawn),-1,-10,-8,4,-5,-4,5,0,6
CC1CCc2c(sc(NC(=O)/C=C/c3cccs3)c2C(=O)O)C1 (stereo not drawn),-41,1,-7,3,-5,14,3,-2,-3
O=C(c1ccc(COc2ccccc2)o1)N1CCN(S(=O)(=O)c2ccccc2Cl)CC1,.,25,0,.,-4,9,8,-2,-17
COC(=O)C1CCN(c2cc(Cl)nc(N)n2)CC1,8,-5,0,-1,2,-3,7,-1,8
CCCOc1ccc(NC(=O)CNC(=O)c2cc(OC)cc(OC)c2)cc1OCCC,-9,12,-1,-5,-2,0,10,-4,8
CCOC(=O)c1sc2nc(C)nc(Nc3ccc(OC)c(OC)c3)c2c1C,-1,12,-2,3,-1,.,.,1,-14
Cc1ccc(CN2CCN(/N=C/c3cc(Br)ccc3F)CC2)cc1,0,4,6,-12,0,0,4,-1,-31
COc1ccccc1OCC(=O)OC/C(O)=C(\C#N)c1nc2ccccc2[nH]1,12,12,-6,12,-9,-4,10,-5,0
CCCCC(=O)Nc1ccc(C(N)=O)cc1,10,15,-6,-10,-1,9,3,-1,2
CN(NC(=O)COc1ccccc1)C1=NS(=O)(=O)c2ccccc21,7,-1,1,2,0,6,7,-3,16
Cc1cc(NC(=O)C(C)SCC(=O)OCc2ccc(Cl)cc2Cl)no1 (stereo not drawn),.,5,0,.,-2,2,3,-2,-7
O=C(/C=C/c1ccc(N2CCC(c3ccccc3)=N2)cc1)c1ccccc1,-36,-21,-47,5,-21,.,.,-14,12
CCCCCn1c(=O)[nH]c2cc(C(=O)NCc3ccccn3)ccc2c1=O,4,-5,-5,-10,-5,0,7,0,-10
O=C(NCCCC1CCCC1)C1CCC(=O)N(Cc2ccccc2F)C1 (stereo not drawn),7,11,10,5,0,5,2,-7,-10
O=c1c(Oc2ccccc2)coc2cc(O)cc(O)c12,-3,18,0,0,-2,4,7,2,-1
COC(=O)CCC(=O)N1CCCC(CO)(Cc2ccccc2)C1 (stereo not drawn),0,5,-3,0,-1,-3,-1,-1,-5
CC1(c2ccccc2Cl)NC(=O)N(CC(=O)NC(=O)NCc2ccco2)C1=O (stereo not drawn),0,8,-2,15,5,-8,-6,-1,-8
Cc1c(OCC(=O)N[C@@H](Cc2ccccc2)C(=O)O)ccc2c3c(c(=O)oc12)CCC3,-5,4,5,9,3,5,2,0,16
CC(C)c1nc(SCC(=O)Nc2ccc(N3CCOCC3)cc2)c2ccccc2n1,-5,-6,5,3,0,2,2,3,6
CN(Cc1cn(-c2ccccc2)nc1-c1ccc(Cl)cc1)C(=O)CCC(=O)O,-3,-9,-3,8,3,5,12,-1,2
Nc1nc(-c2ccccc2)nn1S(=O)(=O)c1ccccc1,0,-7,2,-5,0,5,2,-1,-5
COc1cccc(CNc2nc3nc(C)c(Cl)c(=O)n3[nH]2)c1,-16,7,9,-9,2,13,0,-1,-17
CCC(=O)N1CCN(c2ccc(Cl)cc2NC(=O)c2ccc(Br)o2)CC1,-2,2,0,13,-4,-5,-2,0,13
